# Screening results: PubChem BioAssay, several laboratories
# Rac1 GTP hydrolysis: MgcRacGAP GTPase-activating activity inhibitors, confirmation, biochemical, ADP Hunter fluorescence; Rac GTPase-activating protein 1 (Homo sapiens); MgcRacGAP-stimulated Rac1 GTP hydrolysis, ADP Hunter fluorescence; higher % means a stronger effect; GST-tagged Rac1 F28L mutant substrate; one-dose inhibition, % at 30 µM; IC50 in µM for titrated hits; hit rate 0.6% among 340,000; AID 624330, 2012;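 active = first-screen hits whose inhibition reached a set limit at any dose in the follow-up dose series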;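 note: fluorescence reports GDP produced by GAP-driven GTP hydrolysis; strong numbers were not always called active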
# Large T inhibition: SV40 large T antigen inhibitors, biochemical (AID 1903); SV40 large T antigen ATPase/helicase inhibition assay; higher % means a stronger effect; inhibition, % at 20 µM, or IC50 in µM where a hit was titrated; hit rate 0.39% among 310,000; in the data active = a potency from the dose series; note: strong numbers were not always called active
# WT yeast gro inh: growth inhibition of WT strain, primary screen, mitochondrial fusion inhibitor project, WT and mutant strains, chemical genetic | hit rate 2.1% among 190,000 | AID 1362, 2008 | mitochondrial fusion phenotypic screen | inhibition, % at 10 µM; in the data active = inhibition above about 58%; tested in S. cerevisiae
# RSV CPE inhibition: RSV antiviral activity via CPE protection, HEp-2 cells, primary 10 µM value included (AID 2391) | CPE inhibition, % at 10 µM; hits with a dose series show IC50 in µM | hit rate 0.13% among 310,000 | HEp-2 cells, RSV-induced CPE inhibition; higher % means a stronger effect; in the data active = a potency from the dose series; note: strong numbers were not always called active
# Myeloid diff 2: induction of myeloid progenitor differentiation, primary screen, cell-based, flow cytometry, MLPCN library; calls only at 10 µM; ER-HoxA9 myeloid progenitors, lysozyme-GFP differentiation; hit rate 1% among 360,000;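 active = normalized GFP-positive differentiation at or above the plate's own cutoff, the solvent-only control mean plus 3 SD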;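 note: cells exposed to compound for four days before flow analysis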
# West Nile antiviral: West Nile virus antiviral activity, cell-based, CPE readout (AID 1621); West Nile virus-infected cells, CPE inhibition; higher % means a stronger effect; one-dose CPE inhibition, % at 10 µM; IC50 in µM for titrated hits; hit rate 0.02% among 290,000; in the data active = a potency from the dose series; note: strong numbers were not always called active
# bCat nuc transl: modulators of beta-catenin nuclear translocation, primary screen, imaging, HeLa cells, immunofluorescence, high-content; nuclear translocation activity, % at 5 µM; AID 1665, 2009; hit rate 0.3% among 190,000;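 active = nuclear translocation activity above 50% at 5 µM, with a well cell count of 50 or more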;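 note: per-cell ratio of nuclear to cytoplasmic median beta-catenin stain intensity; plate controls were DMSO negative control for no effect and GSK-3 inhibitor IX positive control for full effect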
#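 Test system: HeLa cells, endogenous beta-catenin; Compound: single 5 µM dose plus 0.02–20 µM confirmation series; Times: compound exposure 24 h at 37°C; Signal: fluorescence imaging of beta-catenin antibody stain plus DAPI; Read-out: % activation, nuclear-to-cytoplasmic median beta-catenin signal ratio per cell.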
# T cell modulator: modulators of CD8 T cell-vesicle binding, primary screen, mouse 2C CD8+ T cells, flow cytometry. 2C CD8+ T cell-vesicle binding; stronger effect = lower value. calls only at 7 µM. hit rate 0.068% among 330,000. AID 2052, 2009;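 active = response, share of CD8 T cells binding vesicles, and their 90th percentile fluorescence all below set limits, cut at about 80% in these data, passing the limit was not always enough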
#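 Material: 2C TCR transgenic mouse naive CD8+ T cells, MACS-purified. Also added: QL9-charged Drosophila Ld/ICAM-1/B7-1 vesicles. Timing: binding 1.5 h at 37 °C. Measured by: high-throughput flow cytometry with anti-B7-1 and anti-CD8 staining. Read-out: percent CD8+ FL2 mean versus row control. Controls: Unloaded micro-vesicles (low), QL9 vesicles with 0.7% DMSO (high).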
# Salmonella PhoP GFP: inhibitors of PhoP regulon expression, primary screen, Salmonella Typhimurium, GFP reporter (AID 1863). S. Typhimurium PhoP-regulated promoter GFP reporter, 4 h; higher % means a stronger effect. inhibition, % at 50 µM, or IC50 in µM where a hit was titrated. hit rate 0.16% among 300,000;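 active = inhibition over 29.93%, a cutoff 3 SD above the screen mean, later confirmed by dose response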;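 note: 0% = low Mg2+ inducing control and 100% = high Mg2+ repressing control; strong numbers were not always called active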
# WT yeast gro inh mutant strain: also measured in WT yeast gro inh; calls as there; inhibition, %; mitochondrial fusion phenotypic screen, mutant strain inhibition
# bCat nuc transl cell count 5 µM: recorded beside bCat nuc transl, whose call it bears; cell count; measured here: cell count, cytotoxicity flag
# T cell modulator vesicle-bound %: also measured in T cell modulator; calls as there; double positive events, %; measured here: CD8+ vesicle-bound cell fraction;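 binding gate set so that unloaded-vesicle control wells show 10% double positive cells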
# Myeloid diff 2 GFP+ MAC1+ %: further read-out of Myeloid diff 2, marked with its call; GFP+ MAC1+ double positive, %; measured here: differentiation confirmed by MAC1 staining
# * hit, by the source's call; i = inactive; x = not tested or not shown. Hits appear at their usual frequency. Share with any hit: about 3.6%.
SMILES,Rac1 GTP hydrolysis,Large T inhibition,WT yeast gro inh,WT yeast gro inh mutant strain,RSV CPE inhibition,Myeloid diff 2,Myeloid diff 2 GFP+ MAC1+ %,West Nile antiviral,bCat nuc transl,bCat nuc transl cell count 5 µM,T cell modulator,T cell modulator vesicle-bound %,Salmonella PhoP GFP
O=C(O)CCCn1cc(NC(=O)c2cc(F)c(F)cc2Cl)cn1,2.5%,5.5%,-1.1,-2.5,3.1%,i,0.2,0.3%,-2.2,1021,i,55.0,-1.5%
CN(C)S(=O)(=O)c1cccc(C(=O)NCCOC(=O)c2cc(F)c(F)cc2Cl)c1,11.0%,-5.8%,x,x,0.5%,i,2.8,-0.4%,x,x,i,19.1,7.0%
COc1ccc(S(=O)(=O)NCc2cccnc2)cc1NC(=O)c1ccc(Cl)cc1,6.2%,23.1%,x,x,0.0%,i,0.6,x,x,x,i,37.9,9.3%
CCC(C(=O)Nc1cc(C(=O)O)ccc1C)c1ccccc1 (centres undefined),3.0%,5.7%,-1.1,0.8,0.6%,i,0.4,0.3%,-5.2,1150,i,20.4,-13.6%
CSCCC1NC(=O)NC1=O (centres undefined),x,0.8%,-4.6,-79.8,0.6%,x,x,0.3%,-0.3,1145,i,40.2,-11.6%
Cc1c(S(=O)(=O)N2CCc3ccccc3C2)c(=O)n(C)c(=O)n1C,-3.7%,-4.0%,8.8,-1.9,1.7%,i,2.9,-0.2%,-1.1,1085,i,27.4,14.5%
COC(=O)Cc1c(C)nc2nc(-c3ccc(OC)cc3)[nH]n2c1=O,6.1%,16.3%,0.2,-0.7,0.2%,i,0.4,1.1%,-3.2,1104,i,24.8,-18.1%
O=C(COC(=O)C1=COCCO1)NCc1ccc(F)cc1,5.5%,17.7%,x,x,0.3%,i,2.7,0.2%,x,x,i,51.1,-2.1%
CCc1ccc(Nc2ncc3c(n2)CC(c2ccco2)CC3=O)cc1 (centres undefined),7.8%,5.0%,-13.3,-5.2,1.1%,i,0.7,1.1%,2.7,1081,i,45.4,-4.8%
Cc1cccc(-n2c(C)nc3cc(C(=O)N4CCOCC4)ccc32)c1,12.7%,13.8%,x,x,1.4%,i,1.2,-0.2%,x,x,i,17.5,-2.4%
O=C(CSc1nc2ccccc2[nH]1)N1CCCCC1,-4.9%,0.0%,-2.9,-19.4,x,i,8.5,0.2%,x,x,i,32.5,2.7%
CN(C)S(=O)(=O)c1ccc(NC(=O)COC(=O)CC2CC3CCC2C3)cc1 (centres undefined),13.0%,14.8%,7.5,17.4,0.7%,i,0.5,-0.2%,-3.7,1166,i,15.5,2.4%

# Three entries out of the list above, arranged by the number in Rac1 GTP hydrolysis, falling.
SMILES | Rac1 GTP hydrolysis | Large T inhibition | WT yeast gro inh mutant strain | RSV CPE inhibition | Myeloid diff 2 GFP+ MAC1+ % | West Nile antiviral | T cell modulator | T cell modulator vesicle-bound % | Salmonella PhoP GFP
Cc1cccc(-n2c(C)nc3cc(C(=O)N4CCOCC4)ccc32)c1 | 12.7% | 13.8% | x | 1.4% | 1.2 | -0.2% | i | 17.5 | -2.4%
COc1ccc(S(=O)(=O)NCc2cccnc2)cc1NC(=O)c1ccc(Cl)cc1 | 6.2% | 23.1% | x | 0.0% | 0.6 | x | i | 37.9 | 9.3%
CCC(C(=O)Nc1cc(C(=O)O)ccc1C)c1ccccc1 (centres undefined) | 3.0% | 5.7% | 0.8 | 0.6% | 0.4 | 0.3% | i | 20.4 | -13.6%

# The results go on.
SMILES,Rac1 GTP hydrolysis,Large T inhibition,WT yeast gro inh,WT yeast gro inh mutant strain,RSV CPE inhibition,Myeloid diff 2,Myeloid diff 2 GFP+ MAC1+ %,West Nile antiviral,bCat nuc transl,bCat nuc transl cell count 5 µM,T cell modulator,T cell modulator vesicle-bound %,Salmonella PhoP GFP
Cn1cc(CNC(=O)COc2ccc(Cl)cc2Cl)cn1,6.0%,9.6%,-11.0,-12.3,3.9%,i,0.7,0.1%,x,x,i,59.2,-4.1%
O=S(=O)(c1cccc(C(F)(F)F)c1)N1CCC(c2cc(-c3cccc4ccccc34)n[nH]2)CC1,5.4%,-2.7%,15.7,-8.8,11.8%,i,0.7,0.2%,x,x,i,24.4,5.8%
CCOC(=O)c1ccc(NC(=O)COc2ccc(CNC3CCCCC3)cc2OC)cc1,8.8%,4.4%,27.9,7.4,0.1%,i,0.8,-0.2%,-1.4,889,i,13.1,-2.7%
Cc1ccc(CN2C(=O)[C@H]3Cc4c([nH]c5ccccc45)C(C)(C)N3C2=O)cc1,3.1%,6.4%,x,x,13.1%,i,0.9,0.0%,x,x,i,36.1,-4.4%
N#Cc1ccc(COc2ccc(CCO)cc2-n2nc3ccccc3n2)cc1,10.6%,21.4%,-6.3,0.4,6.9%,i,0.3,-0.2%,-4.2,756,i,31.0,2.9%
Cc1cc(O)cc2c1O[C@@](C)(CCC[C@@H](C)CCC[C@@H](C)CCCC(C)C)CC2,-0.7%,11.4%,x,x,-1.9%,i,1.9,x,x,x,i,20.5,6.0%
CCNc1nc(NC(N)=S)nc(NC(C)(C)C)n1,3.8%,5.1%,-6.1,-7.9,21.5%,i,0.1,-0.4%,-0.6,999,i,58.8,1.2%
CCc1ccc(OCC(=O)N(Cc2ccccc2)C2CCS(=O)(=O)C2)cc1 (centres undefined),-2.3%,6.1%,x,x,6.7%,i,3.1,-0.9%,x,x,i,40.6,-5.1%
CN1/C(=C\C(=O)c2ccco2)c2ccccc2CC1(C)C,3.9%,6.7%,12.8,12.4,1.2%,i,8.0,3.1%,0.1,1144,i,13.7,-5.9%
COc1cc(NC(=O)C2CCCCC2)c(OC)cc1NC(=O)c1ccco1,-1.1%,-1.8%,3.6,-12.3,0.9%,i,1.1,-0.3%,0.9,1125,i,8.7,4.5%
CC(=O)c1cccc(N=Cc2c(O)c3ccccc3oc2=O)c1,-1.8%,12.1%,x,x,0.6%,i,0.2,-0.9%,x,x,i,48.4,5.5%
CCOC(=O)[C@@H]1[C@H]2COc3ccccc3[C@@H]2N2C(=O)N(c3cccc(Cl)c3)C(=O)[C@]12C,7.1%,-0.6%,x,x,-0.7%,i,1.3,-1.3%,x,x,i,14.0,2.3%
COc1ccc(N2CC(C(=O)Nc3nnc(SCCC4OCCO4)s3)CC2=O)cc1 (centres undefined),8.4%,23.6%,x,x,3.5%,i,0.0,0.0%,x,x,i,13.2,3.5%
COc1cccc(C2CC(c3cccc(NS(C)(=O)=O)c3)=NN2C(=O)c2ccccc2)c1OC (centres undefined),10.5%,33.0%,-3.0,13.9,7.8%,i,0.7,-0.5%,2.0,465,i,6.2,-14.7%
O=C(Nc1cn(-c2ccccc2)nc1-c1ccc(F)cc1)c1ccccc1,-1.1%,10.4%,-31.2,14.5,1.4%,i,0.1,-0.1%,-1.3,1136,i,42.2,-10.7%
Nc1nc(SCC(=O)NNc2c(Cl)cc(Cl)cc2Cl)n[nH]1,6.3%,6.7%,-5.2,-6.5,1.4%,i,0.5,2.0%,0.4,930,i,49.3,-7.8%
Cc1ccc(C)c(C(=O)COC(=O)Cn2[nH]c(=O)c3ccccc3c2=O)c1,5.0%,x,x,x,1.3%,i,0.4,x,x,x,i,33.5,x
CC(=O)Nc1ccc(SC[C@H](Cc2ccccc2)N2CCN(CCc3ccccc3)CCC2=O)cc1,15.3%,12.7%,x,x,-1.4%,i,2.2,-0.5%,0.2,1148,x,x,-2.3%
CC(C)Nc1nc2nonc2nc1Nc1ccccc1,7.7%,8.9%,x,x,1.4%,i,0.4,-0.3%,2.2,1279,i,53.2,0.4%
CCOC(=O)N1CCN(C(=O)c2ccc3c(=O)n(Cc4ccccc4)c(=S)[nH]c3c2)CC1,7.6%,2.2%,-6.2,1.0,0.3%,i,0.4,-0.3%,x,x,i,59.0,-3.2%
COc1ccc(C(=O)N=C2SC3CS(=O)(=O)CC3N2Cc2ccccc2)cc1OC (centres undefined),10.9%,5.7%,x,x,-0.9%,i,1.2,0.1%,x,x,i,31.2,3.3%
CCC(Sc1ncccc1Nc1ccccn1)C(=O)O (centres undefined),6.9%,8.2%,x,x,2.3%,i,0.7,x,x,x,i,65.7,x
CC1(C)CCC(=O)N2CC[C@H]3C[C@H](OC(=O)Nc4ccc(Br)cc4)C[C@@H]1[C@H]32,6.0%,12.4%,x,x,-1.8%,i,2.1,-0.8%,x,x,i,19.9,-1.2%
Cc1[nH]n(-c2ccc([N+](=O)[O-])cc2)c(=O)c1C=NCCc1c[nH]c2ccccc12,6.3%,10.9%,22.1,22.1,10.5%,i,1.0,0.1%,-1.1,1206,i,41.0,-4.3%
CCn1c(NC(=O)Nc2ccccc2OC)nc2ccccc21,8.7%,-0.7%,-0.6,10.8,1.6%,i,0.7,0.4%,-0.4,872,i,58.1,0.1%
CCCN1Cc2cccc(C(=O)NCCc3ccccc3)c2C1=O,5.1%,19.7%,x,x,0.1%,i,0.4,-1.1%,x,x,i,58.3,x
COc1ccc(CC(=O)n2nc(-c3cccnc3)nc2N)cc1,3.6%,2.7%,-7.4,-0.3,2.5%,i,0.6,-0.1%,1.8,1096,i,26.3,2.2%
CCOc1ccc(C(C)C)cc1S(=O)(=O)N1CCOCC1,10.9%,4.7%,-5.1,-8.5,0.8%,i,0.5,0.1%,-0.4,1154,i,60.2,-6.8%
Cc1ccc(S(=O)(=O)N2CCCCC2)cc1C(=O)NCCc1ccccc1,2.7%,12.7%,x,x,1.4%,i,0.5,-0.8%,x,x,i,14.8,0.6%
CN(C)CCCNC(=O)c1cc(C(=O)c2ccccc2)c[nH]1,11.7%,5.9%,x,x,0.6%,i,0.6,-0.4%,x,x,i,60.2,23.2%
COc1ccccc1CNC(=O)Cc1cc(=O)[nH]c(=O)[nH]1,6.1%,5.4%,-6.6,-16.4,-0.8%,i,1.1,0.3%,-1.4,601,i,9.8,-5.2%
C=C1SC(=Nc2ccccc2Cl)N(C(=O)c2sc3ccccc3c2Cl)C12CCCCC2,x,5.8%,x,x,-0.8%,x,x,-0.6%,-1.1,1120,i,56.4,-4.5%
O=C(O)CCC(=O)NNC(=O)c1cccc(Cl)c1,7.9%,5.8%,-17.4,14.6,-0.5%,i,0.3,-0.1%,-0.5,925,i,15.7,-7.5%
Cc1cc2[nH]c(=S)[nH]c2cc1C,5.3%,19.3%,7.7,7.0,0.1%,i,0.2,-0.7%,4.5,693,i,56.1,-7.4%
